# MITF primary: MITF inhibitors, primary screen, biochemical, AlphaScreen, human. inhibition, % at 2.6 µM. AlphaScreen MITF homodimerization, bead proximity signal. actives 0.91% (n = 650,000). AID 1259374, 2018; in the data active means inhibition above about 50%;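 further: 0% = vehicle wells with protein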
# GPR151 activ: activators of human GPR151, primary screen, cell-based, PathHunter beta-arrestin, luminescence. PathHunter beta-arrestin GPR151 cells. activation, % at 11.2 µM. G-protein coupled receptor 151 (Homo sapiens), Q8TDV0. actives 1% (n = 650,000); in the data active means activation above about 4.9%;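 further: 0% = median of compound wells and 100% = cells with positive control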
# TEAD-YAP inh: TEAD-YAP interaction inhibition, primary screen, TEAD-YAP interaction inhibitor project, luminescence, HEK-TIYL cells; AID 1259422, 2018; actives 1.4% (n = 640,000); TEAD-Gal4/YAP UAS-luciferase luminescence; inhibition, % at 9.12 µM; in the data active means inhibition above about 32%;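 further: 0% = median of test compound wells and 100% = reference inhibitor wells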
# FBW7 activator: FBW7 E3 ligase activators, primary screen, biochemical, AlphaScreen, human; F-box/WD repeat-containing protein 7 (Homo sapiens), Q969H0; AlphaScreen FBW7–phospho-cyclin E peptide binding, activator screen; actives 0.13% (n = 650,000); normalized activity (activation), % at 26.1 µM; in the data active means normalized activity above about 1.9%;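 further: purified mutant Fbw7 with reduced substrate affinity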
# Target sequence (Q969H0 whole entry, looked up): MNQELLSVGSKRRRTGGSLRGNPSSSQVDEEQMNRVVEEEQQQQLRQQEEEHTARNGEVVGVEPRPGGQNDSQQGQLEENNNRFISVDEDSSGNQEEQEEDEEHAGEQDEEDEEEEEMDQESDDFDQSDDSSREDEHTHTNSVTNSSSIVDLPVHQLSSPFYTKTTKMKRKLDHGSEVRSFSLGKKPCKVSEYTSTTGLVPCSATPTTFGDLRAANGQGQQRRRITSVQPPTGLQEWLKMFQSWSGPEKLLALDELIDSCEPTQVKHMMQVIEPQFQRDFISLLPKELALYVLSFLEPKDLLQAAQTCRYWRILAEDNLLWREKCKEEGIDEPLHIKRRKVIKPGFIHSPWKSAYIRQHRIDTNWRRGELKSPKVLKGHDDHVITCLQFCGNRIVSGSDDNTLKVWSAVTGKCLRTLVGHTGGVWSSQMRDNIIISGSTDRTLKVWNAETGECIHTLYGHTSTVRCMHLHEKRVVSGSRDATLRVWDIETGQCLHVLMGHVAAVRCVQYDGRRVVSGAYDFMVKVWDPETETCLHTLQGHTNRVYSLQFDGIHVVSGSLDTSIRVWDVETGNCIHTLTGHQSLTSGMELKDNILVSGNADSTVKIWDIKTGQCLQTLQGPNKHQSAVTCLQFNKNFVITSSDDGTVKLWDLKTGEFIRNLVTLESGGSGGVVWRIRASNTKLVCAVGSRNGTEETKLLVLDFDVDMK
# * hit, by the source's call. Rows are unselected; 3.5% or so of the library scored in one or more.
SMILES	MITF primary	GPR151 activ	TEAD-YAP inh	FBW7 activator
CCC(=O)N1c2ccc(S(=O)(=O)N3CCc4ccccc4C3)cc2CC1C (stereo not drawn)	-6	0.5	-2	-0.1
Cc1cc(C)c2c(n1)sc1c(C)c3c(nc12)CCC3	-4	0.4	-11	-0.1
COc1cc(SC)ccc1C(=O)Nc1ccc(OCC(=O)N2CCOCC2)cc1	2	0.0	0	0.0
Cc1ccc(COC(=O)c2ccc(=O)[nH]n2)cc1	-2	0.2	5	0.0
COc1cc(-c2nc3sc4c(c3c(=O)[nH]2)CCCC4)ccc1OCCSc1ccc(Cl)cc1	6	0.9	1	0.0
CCCC(=O)Nc1sc2c(c1C(=O)Nc1ccccc1)CCCC2	21	-0.5	3	1.8
Cc1cnc(CN(C)Cc2c(C(=O)N3CCc4ccccc4C3)nc3ccc(Cl)cn23)[nH]1	-7	-0.3	-7	-0.1
c1ccc(-c2ncc(-c3ccncn3)c(-c3ccncc3)n2)nc1	8	0.3	7	-0.3
Cc1sc(NC(=O)c2ccc(Br)o2)c(C#N)c1C	-5	-1.0	-3	0.0
O=C(NC1(C(F)(F)F)NC(=O)N(C2CCCCC2)C1=O)C1CC1 (stereo not drawn)	19	-0.5	-2	0.1
Cc1cccc(C)c1NC(=O)C1C2CC3OC(=O)C1C3C2 (stereo not drawn)	-1	0.6	-8	-0.2
O=C(COc1ccccc1)NCCc1nnc2n1CCN(Cc1ccsc1)CC2	-17	-0.4	7	-0.2
Nc1ccc2nc(/C=C/c3ccco3)[nH]c2c1	-4	-2.3	-36	0.0
COc1cccc(OC)c1C(=O)Nc1ccccc1N1CCCCC1	3	0.0	2	0.1
O=C(O)CSc1nnc2n1-c1ccc(Cl)cc1NN2	1	1.8	6	0.1
O=C(CN(CCc1ccccc1)S(=O)(=O)c1ccc(Cl)cc1)N1CCN(c2ccc(F)cc2)CC1	-9	0.9	8	0.1
O=C(NCc1ccco1)c1cc(Sc2ccc(F)cc2)nc2ccccc12	5	-1.4	3	0.1
COc1cccc(C2(c3cccc(OC)c3)CC2C(=O)Nc2cccc(C(F)(F)F)c2)c1 (stereo not drawn)	-1	1.6	-4	-0.1
CC1CCCCN1c1ccc(C(N)=O)cc1[N+](=O)[O-] (stereo not drawn)	1	0.6	-6	0.9
CCCOC(=O)c1ccc(NC(=O)COC)cc1	-8	-2.1	-33	0.0
CC1CN(C(=O)Cn2cc(SCC(=O)NCC3CCCO3)c3ccccc32)CC(C)O1 (stereo not drawn)	-10	-1.1	-6	-0.5
COc1ccc(-n2nc3c(c2NC(=O)c2cc(Cl)cc(Cl)c2)CSC3)cc1	-4	0.4	-3	0.0
COc1ccc2c(c1)O/C(=C\c1ccc(OC)c(OC)c1)C2=O	6	5.5*	2	0.3
O=C(c1cc2ccccc2oc1=O)N1CCCCCC1	15	-0.5	-41	0.0
CC1Cc2ccccc2N1C(=O)CN(C)S(=O)(=O)c1cc(C(F)(F)F)ccc1Cl (stereo not drawn)	-8	1.3	7	-0.1
Cc1ccc2oc(-c3ccc(C)c(NC(=O)c4ccc(Br)o4)c3)nc2c1	-5	0.1	10	0.5
CC(=O)N1CCc2c(sc(NC(=O)CCS(=O)(=O)c3ccccc3)c2C#N)C1	0	-0.2	4	-0.2
CCCCCNC(C)c1nc2ccccc2c(=O)[nH]1 (stereo not drawn)	-20	-1.5	-7	0.1
O=C(N/N=C/c1ccc(Cl)cc1)NC12CC3CC(CC(C3)C1)C2	-1	-0.4	4	0.1
O=C(Nc1cccnc1Cl)c1cnn2c1NC(c1ccccc1)CC2C(F)(F)F (stereo not drawn)	13	0.4	-2	0.3
O=C(Nc1ccc(F)c(Cl)c1)c1nccnc1CO	2	2.7	-15	0.0
O=C(Nc1nnc(S(=O)(=O)N2CCOCC2)s1)C1CCCCC1	2	0.1	8	-0.1
Cc1c(C(=O)N2CCN(c3ccccc3F)CC2)sc2ncn(CC(=O)N3CC(C)CC(C)C3)c(=O)c12 (stereo not drawn)	1	0.0	11	-0.2
COc1cccc(C2CC(c3c(O)cc(C)oc3=O)=Nc3ccccc3S2)c1 (stereo not drawn)	19	4.2	18	0.0
Cc1ccc(NC(=O)C2CC(=O)c3ccccc32)nc1 (stereo not drawn)	-1	0.4	-10	-0.2
CN(CCOc1ccc(/C=C/C(=O)O)cc1)c1cnccn1	-3	-2.1	1	-0.1
O=c1[nH]c2ccc(Br)cc2c(-c2ccccc2)c1CN1CCCCC1	5	0.2	7	-0.1
COc1ccc(C2C(C(=O)N3CCN(C)CC3)c3ccccc3C(=O)N2c2ccc(OC)cc2)cc1 (stereo not drawn)	16	-0.8	12	0.1
OCC1(CCOc2ccccc2)CCN(Cc2cnc(N3CCOCC3)s2)CC1	1	1.9	16	0.0
O=C(Nc1ccc(-c2nc3cc(Cl)ccc3o2)cc1)c1cc2ccccc2o1	-4	0.8	0	0.2
NC(=O)CNS(=O)(=O)c1ccc(Br)c(C(=O)O)c1	-16	1.8	-4	-0.1
C/C(CC(=O)Nc1ccccc1)=N\NC(=O)COc1ccccc1C	2	-0.5	7	0.0
O=C(COC(=O)c1ccc(N2C(=O)C3C4C=CC(C4)C3C2=O)cc1)c1ccc([N+](=O)[O-])cc1 (stereo not drawn)	-15	0.3	-1	0.1
O=C(NCCO)c1nnc(Cc2c(F)cccc2Cl)o1	14	-0.4	4	0.6
COc1cccc(C2CC(c3cccs3)=NN2C(=O)CSc2nnc(CNC(=O)c3ccccc3F)n2-c2cccc(C)c2)c1OC (stereo not drawn)	9	0.5	-3	0.0
O=C(c1nn2c(C(F)(F)F)cc(-c3ccc(Br)cc3)nc2c1Cl)N1CCCCC1	-149	1.1	-6	-0.1
COC(=O)C(C)(C)ONC(=O)Nc1ccccc1Br	-13	1.4	-3	0.0
NC(=O)NNC(=S)Nc1ccc(Cl)cc1Cl	1	0.8	4	0.0
CC1CCc2c(sc3[nH]c(=S)[nH]c(=O)c23)C1 (stereo not drawn)	-9	3.5	3	0.1
COc1cc(C(=O)NC(=S)NCCN(C)C)cc(OC)c1OC	-4	-1.0	-7	0.1
COc1ccccc1Nc1ncc2c(n1)CC(c1ccccc1)CC2=O (stereo not drawn)	1	-0.4	-12	0.0
CSc1nc2c(c(=O)n1C1CCCC1)C1(CCCC1)Cc1ccccc1-2	-8	0.4	-2	-0.2
Cc1nc2ccc(C(=O)NCCN3Cc4ccccc4OC(C)C3)cc2nc1C (stereo not drawn)	10	0.1	7	0.2
Cc1cc(C(=O)NCCC2=CCCCC2)c2ccccc2n1	2	0.0	2	-0.1
Cc1ccc2cc(C#N)c(N3CCCN(C(=O)C4CCC4)CC3)nc2c1	-5	0.1	2	0.3
Cc1ccc(Nc2nc(Nc3ccc(F)cc3)nc(N3CCOCC3)n2)c(Br)c1	-5	2.3	-1	0.1
COC(=O)c1cc(S(=O)(=O)Nc2cc(Cl)ccc2C)c[nH]1	6	-0.2	-2	0.0
CSCCC(NC(=O)c1ccc([N+](=O)[O-])cc1Cl)C(=O)OCC(=O)c1ccc[nH]1 (stereo not drawn)	-3	-0.2	-10	-0.2
O=C(NCc1ccccc1F)c1ccc(I)cc1	7	0.8	3	0.0
Cc1cccc(Nc2ncnc3c2c(-c2ccccc2)cn3-c2ccccc2)c1	11	2.9	12	0.3

# No new results follow: 2 of the compounds above.
SMILES	MITF primary	GPR151 activ	TEAD-YAP inh	FBW7 activator
O=C(NCc1ccccc1F)c1ccc(I)cc1	7	0.8	3	0.0
Cc1cccc(Nc2ncnc3c2c(-c2ccccc2)cn3-c2ccccc2)c1	11	2.9	12	0.3

# Going on with the list.
SMILES	MITF primary	GPR151 activ	TEAD-YAP inh	FBW7 activator
CCc1ccc(OCC(=O)Nc2cccc([N+](=O)[O-])c2)cc1	-4	0.3	-47	-0.2
COC(=O)c1ccc2c(c1)C(=O)N(c1ccc([N+](=O)[O-])cc1)C2=O	-8	-1.4	-14	0.0
COc1ccc(S(=O)(=O)NCCC(=O)NCCc2ccccc2)cc1	-1	-0.5	-11	0.0
CCOC(=O)c1ccccc1N/C=C/C(=O)c1ccccc1	16	0.2	-25	0.3
CCC(C)C(=O)NCCNc1nc2c(c(=O)n(C)c(=O)n2C)n1Cc1cc(C)ccc1C (stereo not drawn)	11	-0.4	-3	0.0
O=C(Cn1c2ccccc2c2cn[nH]c(=O)c21)NCCC1=CCCCC1	19	-0.6	2	0.1
Cc1c(C(=O)Nc2nc3ccccc3s2)sc2ncn(CC(=O)N3CC(C)CC(C)C3)c(=O)c12 (stereo not drawn)	3	-0.7	0	-0.1
COC(=O)CSc1nc2sc3c(c2c(=O)n1-c1ccccc1)CCCC3	-2	0.3	-9	0.3
COC(=O)C(CCCCN1C(=O)C2C3C=CC(C3)C2C1=O)N1C(=O)C2C3C=CC(C3)C2C1=O (stereo not drawn)	-12	-1.0	1	0.1
CCOc1ccccc1C(=O)Nc1ccc2c(c1)N(CCOC)CCC2	5	9.4*	7	-0.1
CC(=O)OCC12C=CC(O1)C1C(=O)N(c3ccccc3C)C(=O)C12 (stereo not drawn)	1	-0.4	0	-0.1
CC1=NN(c2ccccc2)C(=O)/C1=C/c1c(O)n(-c2ccc(F)c(Cl)c2)[nH]c1=O	14	1.1	-14	0.5
Cc1ccc(S(=O)(=O)NC(CCCNC(N)=O)C(=O)O)cc1 (stereo not drawn)	-6	1.0	-2	-0.2
CN1CCN(C(CNC(=O)c2ccccc2)c2ccc(N(C)C)cc2)CC1 (stereo not drawn)	10	-2.2	-44	0.0
C/C(CC(=O)Nc1ccccn1)=N\NC(=O)c1ccc(Cl)cc1	-2	-0.3	-15	-0.5

# Gathered by group: the compounds so far containing a furan ring, fused or not
SMILES	MITF primary	GPR151 activ	TEAD-YAP inh	FBW7 activator
Cc1sc(NC(=O)c2ccc(Br)o2)c(C#N)c1C	-5	-1.0	-3	0.0
Nc1ccc2nc(/C=C/c3ccco3)[nH]c2c1	-4	-2.3	-36	0.0
O=C(NCc1ccco1)c1cc(Sc2ccc(F)cc2)nc2ccccc12	5	-1.4	3	0.1
Cc1ccc2oc(-c3ccc(C)c(NC(=O)c4ccc(Br)o4)c3)nc2c1	-5	0.1	10	0.5
O=C(Nc1ccc(-c2nc3cc(Cl)ccc3o2)cc1)c1cc2ccccc2o1	-4	0.8	0	0.2

# Further entries follow.
SMILES	MITF primary	GPR151 activ	TEAD-YAP inh	FBW7 activator
CCOC(=O)Cc1ccc(N(Cc2ccc(Cl)cc2)S(=O)(=O)c2ccc(Cl)cc2)cc1	18	-0.3	-3	0.1
Cc1cccc(C)c1NC(=O)Nc1c(C)n(C)n(-c2ccccc2)c1=O	0	0.1	6	0.1
COc1cc([N+](=O)[O-])ccc1N/C=C/C(=O)c1ccc(C)cc1	16	1.4	-24	0.9
Cc1ccc2nc(Nc3cccc(C(=O)O)c3)nc(-c3ccccc3)c2c1	0	1.2	-7	-0.1
O=C(COc1ccc(F)cc1Br)Nc1cc(Cl)ccc1N1CCOCC1	13	-0.8	-17	1.4
O=C(CSc1ccccc1)NCC1CCC2(CCN(Cc3ccccc3F)CC2)O1 (stereo not drawn)	-18	-0.1	-1	0.0
Cc1ccc(C)c(-c2csc(NC(=O)c3ccc(C#N)cc3)n2)c1	16	-1.1	2	0.1
Cc1cc(NCCCN2CCCC2=O)nc(Nc2cnccn2)n1	4	1.7	1	0.4
CCCn1c(CN2CCCC(C)C2)nc2c1c(=O)n(C)c(=O)n2C (stereo not drawn)	1	0.8	2	0.2
COc1ccc(-c2cn3cc(Br)ccc3n2)cc1	-5	-1.9	-57	0.5
COC(=O)C1=C(C)Nc2nnnn2C1c1cccnc1 (stereo not drawn)	12	1.1	-2	0.1
Cc1cccc(CC(=O)Nc2cnn(-c3ccc(C(=O)Nc4cccc(Br)c4)cc3)c2)c1	14	2.2	6	0.0
O=C(O)/C=C/C(=O)NC1CCCCC1	14	-1.0	4	0.0
Oc1c(C=NC2CCCCCC2)sc2ccccc12	19	-2.4	38*	-0.8
CCOc1ccccc1N1CCN(C(=O)c2cc(OC)c(OC)c(OC)c2)CC1	-4	0.6	64*	0.0
COc1cc(C(=O)Nc2ccc(NC(=O)c3ccccc3)nc2)cc(OC)c1OC	-3	1.5	5	-0.2
NC(=O)c1cn(-c2ccccc2)nc1-c1ccccc1	-11	1.0	-1	0.0
Cc1ccc(C)c(COc2ccc3c4c(c(=O)oc3c2)CCCC4)c1	8	-0.6	15	-0.2
COc1cccc(NC(=O)CN2CCC(n3nnc4cc(F)ccc43)CC2)c1	13	3.5	-1	0.1
C=CCn1c(=NC(=O)c2ccc(N3C(=O)CCC3=O)cc2)sc2cc(Br)ccc21	11	2.2	1	-0.1
C/C(CC(=O)Nc1ccc([N+](=O)[O-])cc1)=N/NC(=O)c1ccc(O)cc1	-5	-0.9	-21	-0.1
O=C(Oc1c(I)cc(Cl)c2cccnc12)N1CCCCC1	1	-0.9	8	0.0
Cc1cc2n(n1)C(c1ccccc1O)Nc1ccccc1-2 (stereo not drawn)	3	-0.9	4	0.1
COc1cc(C(=O)NCCCC(=O)O)cc(OC)c1OC	2	1.7	2	-0.1

# Assay outcomes deposited in PubChem by The Scripps Research Institute Molecular Screening Center.
